RAM inhibit: inhibitors of the yeast RAM network; 190,000 tested, 1.8% active; S. cerevisiae dse1pr::URA3 reporter, 5-FOA growth OD615, 2 d; analog-sensitive cbk1-as2 kinase mutant strain; inhibition, % at 50 µM;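 active = inhibition above a set limit, 3 SD over mean compound inhibition, cut at about 8.4% in these data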;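 also: 0% = DMSO-only wells with no growth and 100% = 10 µM 1-NA-PP1 full growth; inhibition rescues growth on 5-FOA so higher OD means more RAM inhibition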
FLuc inhib CS: inhibits firefly luciferase, flagging false hits in luciferase inhibition screens; 200,000 tested, 1.5% active; ATPLite firefly luciferase biochemical luminescence, 10 min; AID 1006; P08659; inhibition, % at 10 µM;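 active = inhibition above about 50% when tested at 10 µM, limit read from the data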
Target sequence (P08659 whole entry, looked up): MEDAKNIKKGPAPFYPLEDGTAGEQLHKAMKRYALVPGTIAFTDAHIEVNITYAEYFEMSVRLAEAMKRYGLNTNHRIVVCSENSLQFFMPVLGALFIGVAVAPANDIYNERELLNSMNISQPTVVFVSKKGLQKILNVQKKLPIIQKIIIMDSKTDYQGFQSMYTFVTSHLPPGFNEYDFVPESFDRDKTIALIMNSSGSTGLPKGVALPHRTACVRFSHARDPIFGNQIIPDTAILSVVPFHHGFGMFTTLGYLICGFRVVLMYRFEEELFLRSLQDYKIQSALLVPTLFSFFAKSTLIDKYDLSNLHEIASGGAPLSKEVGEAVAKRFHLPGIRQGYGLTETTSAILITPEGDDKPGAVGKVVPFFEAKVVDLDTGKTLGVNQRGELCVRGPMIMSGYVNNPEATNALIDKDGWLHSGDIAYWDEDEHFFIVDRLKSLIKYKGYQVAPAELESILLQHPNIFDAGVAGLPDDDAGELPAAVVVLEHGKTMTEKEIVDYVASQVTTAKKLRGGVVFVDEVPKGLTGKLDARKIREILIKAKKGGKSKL
TNAP inh hiacc: inhibitors of human TNAP at high phosphate acceptor concentration; P05186; purified TNAP, CDP-star luminescence, 1 M DEA; inhibition, % at 20 µM; 200,000 tested, 0.03% active;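 active = over 50% inhibition of tissue-nonspecific alkaline phosphatase at 20 µM in the single-dose screen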;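 also: plate controls were DMSO wells for no effect and EDTA-quenched wells as full inhibition for full effect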
TNAP act hiacc: increases human TNAP activity under high phosphate acceptor concentration; 200,000 tested, under 10 active; purified TNAP, CDP-star luminescence, 1 M DEA, 30 min; active compounds read high; 0 = EDTA background, 1 = DMSO-only activity; activation factor at 20 µM;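 active = activation factor at least 2 at 20 µM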
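Measured by: Luminescent substrate turnover signal | Test system: Human TNAP | Input: TNAP 1/800 final | Dosing: 20 µM single point | Schedule: 30 min, room temperature | Controls: EDTA wells as negative control, DMSO wells as positive control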
L major viab: reduces viability of Leishmania major promastigotes; resazurin fluorescence viability; inhibition, % at 10 µM; 200,000 tested, 9% active; AID 1063; in the data active = inhibition above about 50%;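 also: promastigotes grown with compound for 44 hours at 28 °C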
bIAP inhibitor: blocks bovine intestinal alkaline phosphatase activity; purified bovine IAP, CDP-star luminescence, 30 min; inhibition, % at 20 µM; 190,000 tested, under 10 active;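 active = over 50% inhibition of intestinal alkaline phosphatase at 20 µM in the single-dose screen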
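Assay system: bovine IAP enzyme; medium: DEA buffer 100 mM, pH 9.8, with MgCl2 1.0 mM, ZnCl2 0.02 mM; doses: 20 µM single dose; incubation: enzyme reaction for 30 min at room temperature; detection: CDP-star luminescence signal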
bIAP act: intestinal alkaline phosphatase (bovine) activation; purified bovine IAP, CDP-star luminescence, 30 min; active compounds read high; fold of DMSO-control signal, blank-subtracted; activation factor at 20 µM; 200,000 tested, 0.17% active; AID 1016;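 active = activation factor of 2 or more at 20 µM, a signal rise over negative controls twice the positive control's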
APP 5UTR inh: APP translation inhibition; inhibition, % at 2 µM; 190,000 tested, 0.82% active; AID 1285; SH-SY5Y APP 5'UTR-luciferase reporter, luminescence;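 active = inhibition above a set limit, derived from the sample mean plus 3 SD, cut at about 45% in these data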; also: values of inactives mirror those of a sister screen read the other way
TNAP inh no acc: TNAP (human) inhibition, acceptor-free conditions; AID 1012; purified TNAP, CDP-star luminescence, 30 min; 200,000 tested, 0.26% active; inhibition, % at 20 µM; P05186;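 active = tissue-nonspecific alkaline phosphatase inhibition above about 50% at 20 µM in the single-dose screen, limit read from the data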;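 also: 0% = DMSO negative control and 100% = EDTA positive control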
FLuc act counter: firefly luciferase counter-screen for stimulation assays; 200,000 tested, under 10 active; ATPlite luciferase biochemical, luminescence, 10 min; 0 = ATP-free wells, 1 = DMSO control; activation factor at 10 µM;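 active = luciferase activation factor, scaled between plate controls, of at least 2 with compound at 10 µM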
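assay system = Luciferase/luciferin detection reagent, cell-free biochemical luciferase assay | also added = ATP substrate | times = 10 min post-reagent at room temperature | measured by = luminescence from luciferase reaction | measure = luciferase activation, seen as luminescence increase over controls | benchmarks = low control with PBS replacing ATP, high control enzyme plus ATP without compound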
Active calls of the source: *; . = not tested or not shown.

Order of values: RAM inhibit	FLuc inhib CS	TNAP inh hiacc	TNAP act hiacc	L major viab	bIAP inhibitor	bIAP act	APP 5UTR inh	TNAP inh no acc	FLuc act counter
#1 CC[C@H](C)[C@@H]1NC(=O)c2cc([N+](=O)[O-])cc(F)c2NCCCC[C@@H](C(N)=O)NC(=O)[C@H](CCCCN)NC1=O
→ 0.8	-4	0	1	-3	9	0.9	-12	-2	1
#2 CCOc1ccc(C2CC(=O)c3c([nH]c(C(=O)OC)c3C)C2)cc1OC (stereo not given)
→ 1.9	-5	-3	1	1	13	0.9	17	-7	1
#3 O=C(/C=C/c1c(Cl)nc2ccccn12)Nc1ccc(F)cc1
→ 0.9	-5	-3	1	3	-7	1.1	-3	-12	1
#4 CC(C)(C)C(=O)Nc1ccc(Oc2ccc3c(c2)C(=O)N(c2ccc(O)cc2)C3=O)cc1
→ 4.5	-5	-4	1	-6	7	0.9	-6	-61	1.1
#5 Cc1nc2sc3c(c2c(=O)n1NC(=O)CCBr)CCCC3
→ 2.2	0	-5	1.1	14	-16	1.2	6	-5	1
#6 CCCc1cc(=O)[nH]c(SCC(=O)c2c[nH]c3ccccc23)n1
→ 3.2	-7	-2	1	3	-8	1.1	-14	-7	1.1
#7 CCOc1ccc(OCc2ccc(C(=O)N/N=C(\C)c3ccccn3)cc2)cc1
→ -1.2	2	-7	1.1	19	-10	1.1	78*	-6	1
#8 Cc1ccc(S(=O)(=O)NC(CC(N)=O)C(=O)O)cc1 (stereo not given)
→ 0.7	0	0	1	-6	-2	1	-1	-6	1
#9 COc1ccc2cc(/C=N/NC(=O)CN(c3ccccc3)S(=O)(=O)c3ccccc3)c(Cl)nc2c1
→ 5.7	-3	-3	1	-2	12	0.9	1	-7	1
#10 CC(C)(C)n1nc2c(c1NC(=O)CCCc1ccccc1)CS(=O)C2 (stereo not given)
→ 3.8	2	1	1	-6	-6	1.1	9	-13	1
#11 CC(=O)c1c(N2CCN(c3cccc(Cl)c3)CC2)nc(=S)n(-c2ccccc2)c1C
→ -0.6	-9	-6	1.1	91*	4	1	-7	-10	1.1
#12 CC1CN(C(=O)CSc2ncnc3sccc23)CC(C)O1 (stereo not given)
→ 1.5	-2	-6	1.1	-4	3	1	-6	-33	1
#13 CC1CN(c2ccc(C(F)(F)F)cc2[N+](=O)[O-])CCN1S(C)(=O)=O (stereo not given)
→ 1.9	-3	5	0.9	77*	5	0.9	-4	-4	1
#14 CC(=O)Nc1ccc(-c2nc(C)c(C(C)=O)n2O)cc1
→ 4.1	21	5	1	7	10	0.9	-4	-4	0.8
#15 Cc1cc(C)n(CCNC(=O)CC2C(=O)NCCN2Cc2ccc(C)o2)n1 (stereo not given)
→ 2.6	-1	-1	1	-4	-6	1.1	9	-3	1
#16 OC1(c2cccc(C(F)(F)F)c2)CCN(Cc2nnnn2CCc2ccccc2)CC1
→ 0.1	-3	5	0.9	18	6	0.9	16	0	1
#17 CC1CN(C(=O)N2c3ccccc3Sc3ccccc32)CC(C)O1 (stereo not given)
→ 5.9	-4	4	1	8	-6	1.1	18	-11	1
#18 COc1ccc(-c2ccc(-c3noc(-c4cccs4)n3)c(OC)n2)cc1
→ 2.0	-2	6	0.9	5	3	1	-9	-1	1
#19 COc1cc(/C=N/NC(N)=S)cc(Br)c1OCc1ccccc1F
→ 2.9	-1	3	1	99*	6	0.9	-20	4	1
#20 CCOC(=O)CSc1nnc(-c2ccccc2NC(=O)c2ccccc2)o1
→ 2.7	-2	-2	1	0	4	1	-5	-16	1
#21 COc1ccc(S(=O)(=O)n2nc(-c3cc(OC)c(OC)c(OC)c3)cc2N)cc1OC
→ 2.8	-3	4	1	4	14	0.9	13	-6	1
#22 Cc1nn(CC(O)c2ccccc2)c(C)c1Br (stereo not given)
→ 1.4	-6	-7	1.1	-1	11	0.9	-1	-14	1.1
#23 CCOC(=O)c1c(C)nc2sc3c(=O)n(-c4ccc(C)cc4)cnc3c2c1-c1ccc(OC)cc1
→ 2.2	-10	-2	1	0	9	0.9	-6	-6	1.1
#24 COc1ccc(S(=O)(=O)N(C(=O)c2ccco2)c2cc3sc(=O)oc3c3ccccc23)cc1
→ 6.6	-2	3	1	99*	16	0.8	-7	-13	1
#25 O=C(N/N=C/c1c[nH]c2ccccc12)c1cc(-c2ccccc2)n[nH]1
→ -1.2	4	16	0.8	79*	-9	1.1	7	87*	1
#26 Cc1ccc(-c2nnc(SCC(=O)n3c4c(c5ccccc53)CCCC4)o2)cc1
→ 1.2	-5	-3	1	-4	0	1	4	-5	1
#27 C=CCn1c(COc2ccc(CC)cc2)nnc1SCC(=O)NC1CCS(=O)(=O)C1 (stereo not given)
→ 0.3	6	-7	1.1	-1	4	1	-18	-12	0.9
#28 CCc1ccccc1NC(=O)CSc1nc2n[nH]c(C)c2c(=N)n1-c1ccc(OC)cc1
→ 2.3	-7	3	1	14	7	0.9	-6	-2	1.1
#29 O=[N+]([O-])c1ccc(N2CCN(S(=O)(=O)c3ccc4ccccc4c3)CC2)cc1NCc1ccco1
→ 5.9	-6	4	1	-1	.	0.4	13	-1	1.1
#30 COc1ccccc1N1CCN(C(=O)c2cc(-c3ccc(C)cc3)on2)CC1
→ 3.4	0	-2	1	-5	-13	1.1	-8	6	1
#31 Clc1ccc(-c2onc3c2CCCC3)cc1
→ 0.3	-6	0	1	-3	11	0.9	.	-4	1.1
#32 N=c1sccn1CC(=O)Nc1ccccc1Oc1ccccc1
→ 0.6	-3	0	1	4	20	0.8	-9	0	1
#33 NC(=O)CSc1nnnn1CC(CC(=O)O)c1ccccc1 (stereo not given)
→ 0.1	-2	-2	1	-4	4	1	5	-12	1
#34 Cc1ccc(N(C)S(=O)(=O)c2ccc(C)cc2)cc1
→ 0.5	-5	-8	1.1	-1	.	0.4	25	-13	1
#35 NC(=O)C1=C[C@@H](c2ccc(C(F)(F)F)cc2)C[C@@H](OCc2ccc(CO)cc2)O1
→ 0.1	-2	-5	1	4	11	0.9	-16	-8	1
#36 FC(F)(F)c1cccc(NC(=S)NCCc2ccccn2)c1
→ -1.2	-5	-8	1.1	2	5	0.9	-14	-12	1.1
#37 CC[n+]1ccccc1/C=C/c1ccc(N(C)C)cc1
→ 0.5	-1	27	0.7	96*	.	0.5	-2	8	1
#38 CCC1=NN(C(=O)c2ccc(Br)cc2)C(O)(c2ccc(C)cc2)C1 (stereo not given)
→ 0.7	-1	10	0.9	-3	5	0.9	8	-9	1
#39 O=S(=O)(c1ccccc1)n1cc(-c2ccccn2)c(N2CCOCC2)n1
→ -0.4	-5	0	1	-1	-7	1.1	-213	-8	1
#40 OCCNc1nc(OCC(F)(F)F)nc(N2CCN(C34CC5CC(CC(C5)C3)C4)CC2)n1
→ -0.8	-3	3	1	-2	-3	1	0	1	1
#41 CCOC(=O)c1c(N)sc(C(O)(C(F)(F)F)C(F)(F)F)c1-c1ccc(OC)cc1OC
→ 7.3	-9	-7	1.1	27	-2	1	4	1	1.1
#42 COc1cccc(CN(C(=O)/C=C/c2ccc(Cl)cc2)C2CCS(=O)(=O)C2)c1 (stereo not given)
→ 2.0	-6	-3	1	12	1	1	12	-4	1.1
#43 CCN(CC)C(=O)CSc1nc(C)cc(C)n1
→ 0.4	-6	-4	1	-6	-9	1.1	-4	-6	1.1
#44 COc1cccc(-n2nnc3c(=O)n(CC(=O)N4CCC(C)CC4)cnc32)c1
→ -0.7	-2	0	1	3	13	0.9	14	-6	1
#45 Cn1c(=O)oc2cc(S(=O)(=O)N3CCCC(C(=O)NCCN4CCOCC4)C3)ccc21 (stereo not given)
→ 1.4	-5	-4	1	-6	1	1	-3	-14	1.1
#46 CCOC(=O)C1(C)NC(c2ccc(N(C)C)cc2)C2C(=O)N(c3ccc(OC)cc3)C(=O)C21 (stereo not given)
→ 0.1	-8	-2	1	0	-2	1	7	-14	1.1
#47 CCOC(=O)c1[nH]cnc1C(=O)Nc1ccccc1C
→ -0.2	-8	0	1	5	-31	1.3	-5	-62	1.1
#48 O=C(CN1CCSCC1)c1c[nH]c2ccccc12
→ 1.2	-4	-4	1	-3	8	0.9	-2	-21	1
#49 Cc1ccc(-c2nnc(SCC(=O)N/N=C/c3ccccc3C(=O)O)n2-c2ccccc2)cc1
→ 1.5	-4	0	1	-9	2	1	8	-5	1
#50 COCCOC(=O)c1[nH]c2c(c1C)C(=O)CC(c1ccccc1)C2 (stereo not given)
→ 2.8	1	2	1	7	-5	1	92*	-2	1
#51 Cc1cc(N)n(Cc2cccs2)n1
→ 1.3	4	-3	1	-6	-5	1	-6	-3	1
#52 COc1ccc(C2=NOC(C(=O)NCc3ccc(F)cc3)C2)cc1OC (stereo not given)
→ 1.5	0	-4	1	-3	-3	1	96*	-12	1

Sorted by molecular weight (largest number first): 6 of the compounds above.
Order of values: RAM inhibit	FLuc inhib CS	TNAP inh hiacc	TNAP act hiacc	L major viab	bIAP inhibitor	bIAP act	APP 5UTR inh	TNAP inh no acc	FLuc act counter
#46 CCOC(=O)C1(C)NC(c2ccc(N(C)C)cc2)C2C(=O)N(c3ccc(OC)cc3)C(=O)C21 (stereo not given)
→ 0.1	-8	-2	1	0	-2	1	7	-14	1.1
#42 COc1cccc(CN(C(=O)/C=C/c2ccc(Cl)cc2)C2CCS(=O)(=O)C2)c1 (stereo not given)
→ 2.0	-6	-3	1	12	1	1	12	-4	1.1
#39 O=S(=O)(c1ccccc1)n1cc(-c2ccccn2)c(N2CCOCC2)n1
→ -0.4	-5	0	1	-1	-7	1.1	-213	-8	1
#52 COc1ccc(C2=NOC(C(=O)NCc3ccc(F)cc3)C2)cc1OC (stereo not given)
→ 1.5	0	-4	1	-3	-3	1	96*	-12	1
#50 COCCOC(=O)c1[nH]c2c(c1C)C(=O)CC(c1ccccc1)C2 (stereo not given)
→ 2.8	1	2	1	7	-5	1	92*	-2	1
#33 NC(=O)CSc1nnnn1CC(CC(=O)O)c1ccccc1 (stereo not given)
→ 0.1	-2	-2	1	-4	4	1	5	-12	1
